TDP1 cell noCPT: qHTS for Inhibitors of human tyrosyl-DNA phosphodiesterase 1 (TDP1): qHTS in cells in absence of CPT. Potency, µM (doses to about 46.2 µM), for the others: top-dose activity change, negative = growth inhibition, usual class: inhibitors. DT40 Tdp1-/- hTDP1 cells, no CPT, ATP luminescence, 48 h. AID 686978, 2013. actives 15% (n = 420,000); active = well fitted inhibition curve with a large enough effect; inconclusive = small, poorly fitted or top-dose-only effect; note: nearly all actives have a fitted effect of over 55% in size
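Compound effects on proliferation are scored in DT40 Tdp1-/-;hTDP1 cells in the absence of CPT. ATP levels (CellTiter-Glo luminescence) are recorded after a ≥48 hr, 37 °C incubation.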
Active calls of the source: *; ? = inconclusive; & = joins results of further samples; ! = not confirmed by another sample; [ ] = another dose, or the depositor's remark. % is set by controls: 0 for no effect and ±100 for the full control effect; potency is the fitted concentration of half-maximal effect. The list is partial; rates above refer to the full screens.

Structure | TDP1 cell noCPT
COc1ccc(OC(=O)N(C)C[C@H]2OCc3cnnn3CCCC(=O)N([C@@H](C)CO)C[C@H]2C)cc1 | 10.7%
COc1cc2cc(C(=O)N3CC(COS(C)(=O)=O)c4ccc(O)cc43)[nH]c2c(OC)c1OC (stereo unspecified) | -104.2%
COc1ccc(C#Cc2ccc3c(c2)O[C@H](CN(C)C(C)=O)[C@H](C)CN([C@@H](C)CO)S3(=O)=O)cc1 | 14.6µM*
CC(C)(OOC1(c2ccccc2)NC(=O)c2ccccc21)c1ccccc1 (stereo unspecified) | 18.4µM*
Cc1nc2ccsc2c(=O)n1-c1ccccc1Cl | 1.6%
COc1ccc(C=C2C(=O)NC(=S)NC2=O)cc1OC | -14.0%
C=C1C=C(C(F)F)n2ncc(C(=O)NCc3ccccc3F)c2N1 | 11.2µM*
COC(=O)C1=C(c2cc3ccccc3o2)C[C@@H]2CC[C@H]1N2C(=O)NC(C)C | 16.4µM*
COC(=O)[C@@H]1N=C(c2ccc(OC)cc2)O[C@]12C(=O)N(C)c1cccc(Cl)c12 | -19.4%
O=C(C[C@@H]1NCCC[C@H]1O)Cn1cnc2cc(Br)c(Cl)cc2c1=O | -23.5%
CSc1ncc(Br)c(N2CC2)n1 | -3.5%
Oc1c(Cl)cccc1Cc1cc(Cl)cc(Cl)c1O | 20.6µM*
COc1ccc(CCNCC(O)COc2cccc(C)c2)cc1OC (stereo unspecified) | ?
CCOC(=O)[C@]12Cc3c(cc(OC)c(OC)c3OC)[C@H]1N(C(C)C)C(=O)c1ccccc12 | 14.6µM*
CSCCC(c1nnnn1C(C)(C)C)N1CCC2(CC1)C(=O)NCN2c1ccccc1 (stereo unspecified) | ?
COC(=O)C1=C(c2cc3ccccc3s2)C[C@@H]2CC[C@H]1N2C(=O)NCc1cccc2ccccc12 | ?
COC(=O)C1=C(c2cccc(OC)c2OC)C[C@@H]2CC[C@H]1N2C(=O)NC1CCCCC1 | ?
C/C=C1/CN2[C@@H]3C4CO[C@@H]3c3c([nH]c5cc(OC)ccc35)[C@@H]2CC14 (stereo partly specified) | -0.8%
CC(CC(C)(C)N1CC1)=NO | 3.26µM*
CC1(C)CC2CCC(O)C2C(CCO)N1 (stereo unspecified) | 6.5%
C#CCOC(C(=O)OCCN(C)C)(c1ccccc1)c1ccccc1 | 11.9µM*
CCOC(=O)[C@]12Cc3cc(C)ccc3[C@H]1N(C)C(=O)c1ccccc12 | 16.4µM*
C=C1C(=O)[C@@]23C[C@H]4[C@@H]5[C@@]6(C)CCC[C@@]57[C@@H]2[C@@H](O)[C@@H]1C[C@H]3[C@H]7N4C6 | 4.11µM*
O=C(Cc1ccccc1)N1CCN(Cc2ccc(Cl)cc2)CC1 | ?
C=CCN1CC[C@]23CCCC[C@H]2[C@H]1Cc1ccc(O)cc13 | ?
CC1c2ccccc2-n2nncc2CN1CC1CCCCC1 (stereo unspecified) | ?
COC(=O)C1=C(c2ccccc2)C[C@@H]2CC[C@H]1N2C(=O)N1CCCC1 | 16.4µM*
C=C(C)CC1(CC)C(=O)NC(=S)NC1=O | ?
COc1ccc(S(=O)(=O)N2c3ccc(F)cc3CCC2C)cc1 (stereo unspecified) | 0.581µM*
Cc1ccc(S(=O)(=O)N2Cc3cc(-c4ccccc4)ccc3-n3nncc3C2)cc1 | ?

Reprinted at random: 7 compounds from above.
Structure | TDP1 cell noCPT
COc1ccc(C=C2C(=O)NC(=S)NC2=O)cc1OC | -14.0%
COc1ccc(OC(=O)N(C)C[C@H]2OCc3cnnn3CCCC(=O)N([C@@H](C)CO)C[C@H]2C)cc1 | 10.7%
C=C(C)CC1(CC)C(=O)NC(=S)NC1=O | ?
CCOC(=O)[C@]12Cc3c(cc(OC)c(OC)c3OC)[C@H]1N(C(C)C)C(=O)c1ccccc12 | 14.6µM*
Oc1c(Cl)cccc1Cc1cc(Cl)cc(Cl)c1O | 20.6µM*
CCOC(=O)[C@]12Cc3cc(C)ccc3[C@H]1N(C)C(=O)c1ccccc12 | 16.4µM*
CC(CC(C)(C)N1CC1)=NO | 3.26µM*

Later entries.
Structure | TDP1 cell noCPT
COc1cc([N+](=O)[O-])c2nc(C)ccc2c1[N+](=O)[O-] | 10.3µM*
COC(=O)C1=C(c2ccc(S(C)(=O)=O)cc2)C[C@@H]2CC[C@H]1N2C(=O)NCCO | 0.6%
CO[C@H](C(=O)[C@@H](O)[C@@H](C)O)C1Cc2cc3cc(O[C@H]4C[C@@H](O[C@H]5C[C@@H](O)[C@H](O)[C@@H](C)O5)[C@@H](O)[C@@H](C)O4)c(C)c(O)c3c(O)c2C(=O)[C@H]1O[C@H]1C[C@@H](O[C@H]2C[C@@H](O[C@H]3C[C@](C)(O)[C@H](O)[C@@H](C)O3)[C@H](O)[C@@H](C)O2)[C@H](O)[C@@H](C)O1 (stereo partly specified) | 0.0841µM*
O[C@H]1[C@H]2[C@H](O)CCCN2C[C@H]1O | -15.9%
CCCCn1c(N)c(N(CC(C)C)C(=O)c2cc(Br)c(Br)s2)c(=O)[nH]c1=O | 23.1µM*
CC(=O)OC1CC[C@@]2(C)C(=CC(=O)C3C4CCC(OC(C)=O)[C@@]4(C)CCC32)C1 (stereo partly specified) | ?
CN1C(=O)C[N+]([O-])=C(c2ccccc2)c2cc(Cl)ccc21 | -15.7%
CCN[C@@H](C)Cc1ccccc1 | 2.8%[92.5 µM]
CNC(C)C(O)c1ccc(O)cc1 (stereo unspecified) | 3.0%&-2.0%
CCC1(CC(C)c2ccccc2)C(=O)NC(=O)NC1=O (stereo unspecified) | -14.9%
CN1CCCCC1Cc1ccccc1 (stereo unspecified) | -19.8%
CC1([N+](=O)[O-])COP(=O)(Nc2cccc(F)c2)OC1 (stereo unspecified) | 6.4%
COc1cc2nc(N(C)C)c(CNCCc3c[nH]c4ccccc34)cc2c(OC)c1OC | -18.1%
CCCCC(=O)OCC(=O)[C@H]1[C@H](C)C[C@H]2[C@@H]3C[C@H](F)C4=CC(=O)C=C[C@]4(C)[C@@]3(F)[C@@H](O)C[C@@]21C | ?
CC[C@H]1[C@@H]2C[C@H]3[C@@H]4N(C)c5ccccc5[C@]45C[C@@H](C2[C@H]5O)N3[C@@H]1O (stereo partly specified) | -25.9%[21.1 µM]
COc1ccc(C(O)C(C)NC(C)C(O)c2ccc(OC)cc2)cc1 (stereo unspecified) | -28.5%
CCCCn1nnnc1C(C1CC1)N1CCC(n2c(=O)[nH]c3ccccc32)CC1 (stereo unspecified) | ?
c1ccc(CN2Cc3ccccc3-n3nncc3C2)cc1 | ?
COc1ccc(C(c2nnnn2-c2ccc3c(c2)OCCO3)N2CCC(n3c(=O)[nH]c4ccccc43)CC2)cc1 (stereo unspecified) | 16.4µM*
CCCCn1nnnc1C(CCSC)N1CCC(n2c(=O)[nH]c3ccccc32)CC1 (stereo unspecified) | 9.2µM*
Clc1ccc2c(c1)C(c1ccccc1)=NCc1nncn1-2 | -27.0%
CC1CN1P1(=O)OCC(C)([N+](=O)[O-])CO1 (stereo unspecified) | ?
O=C1NCN(c2ccccc2)C12CCN(C(c1cccs1)c1nnnn1-c1ccc3c(c1)OCCO3)CC2 (stereo unspecified) | 16.4µM*
CCOC(=O)[C@]12Cc3ccc(C)cc3[C@H]1N(C1CCCCC1)C(=O)c1cc(OC)ccc12 | 2.91µM*
NN=C1C(Cl)=C(Cl)C(Cl)=C1Cl | ?
O=S(=O)(c1cccc(C(F)(F)F)c1)N1Cc2ccccc2-n2nncc2C1 | 9.2µM*
CN(c1ccc(O)cc1)c1ccc([N+](=O)[O-])c2nonc12 | ?
COC(=O)C1=C(c2ccccc2)C[C@@H]2CC[C@H]1N2C(=O)NCC1CC1 | ?
Cc1cccc(N2CCC3(CC2)C(=O)NC(=O)NC3=O)c1 | -0.2%
Cc1ccccc1NC(=NCCCN1CC1)Nc1ccccc1C | 5.17µM*

Next structures follow.
Structure | TDP1 cell noCPT
ClCCN(CCCl)/C(=C\c1ccccc1)c1ccnc2ccccc12 | 3.55µM*
CCC(c1nnnn1-c1ccc(OC)cc1)N1CCC2(CC1)C(=O)NCN2c1ccccc1 (stereo unspecified) | 10.3µM*
C[n+]1c2cc(N)ccc2cc2ccc(N)cc21 (tested in a mixture with another compound) | 1.84µM*
Cc1ccc(-n2c(=S)[nH]c3ccccc3c2=O)cc1C | ?
C=CCN(CC=C)C(=O)CCN1CC1C (stereo unspecified) | ?
CC(C)(C)NC(=S)N1Cc2ccccc2-n2nncc2C1 | -26.4%
Cc1ccc(N/N=C/C=C/c2ccco2)cc1 | ?
COC(=O)C1=C(c2ccc(OCc3ccccc3)cc2)C[C@@H]2CC[C@H]1N2C(=O)NCCCCc1ccccc1 | 18.4µM*
O=C1N[C@@H](Cc2ccccc2)C(=O)N2[C@H]3Nc4ccccc4[C@@]3([C@]34C[C@H]5C(=O)N[C@@H](Cc6ccccc6)C(=O)N5[C@H]3Nc3ccccc34)C[C@@H]12 | ?
C[C@H]1CN([C@@H](C)CO)C(=O)c2cc(-c3cccnc3)cnc2O[C@H]1CN(C)Cc1ccc(Oc2ccccc2)cc1 | ?
CC[C@H]1OC(=O)C[C@@H](O)[C@H](C)[C@@H](O[C@@H]2O[C@H](C)[C@@H](O[C@H]3C[C@@](C)(O)[C@@H](O)[C@H](C)O3)[C@H](N(C)C)[C@H]2O)[C@@H](CC=O)C[C@@H](C)C(=O)/C=C/C(C)=C/[C@@H]1CO[C@@H]1O[C@H](C)[C@@H](O)[C@@H](OC)[C@H]1OC | ?
Cc1ccccc1-c1ccc2n1Cc1cnnn1-c1ccccc1-2 | ?
CC1c2ccccc2-n2nncc2CN1C (stereo unspecified) | 12.6%
COC(=O)C1=C(c2cc3ccccc3s2)C[C@@H]2CC[C@H]1N2C(=O)NCC1CC1 | 16.4µM*
C[C@H]1CN([C@@H](C)CO)C(=O)CCCn2nncc2CO[C@H]1CN(C)C(=O)Oc1ccccc1 | ?
CN(C)c1ccc(C=C2C(=O)NC(=O)NC2=O)cc1 | -6.1%&-1.6%
Nc1nc(N)nc(NC2CC2)n1 | -8.1%
CCC1=CCN(CCc2c(C)[nH]c3ccccc23)CC1 | 0.581µM*
CCC(=O)O[C@@H]1CC(=O)O[C@H](C)C/C=C/C=C/[C@H](O)[C@H](C)C[C@H](CC=O)[C@H](O[C@@H]2O[C@H](C)[C@@H](O[C@H]3C[C@@](C)(O)[C@@H](OC(=O)CC)[C@H](C)O3)[C@H](N(C)C)[C@H]2O)[C@H]1OC | ?
COc1ccccc1N1CCN(Cc2ccc3c(c2)OCO3)CC1 | ?
CCCCC[C@H]1CCCCC[C@H](O)C[C@@H](O)[C@H](O)/C=C/C(=O)O1 | ?
CSc1ccc(CN2CCN(C(=O)Cc3ccccc3)CC2)cc1 | -19.9%
O=C(NN=Cc1ccc(N(CCCl)CCCl)cc1)C(=O)c1c[nH]c2ccccc12 | 14.6µM*
C=C1C(C)C2C(Cc3ccccc3)NC(=O)C23OC(=O)/C=C/C(O)CCCC(C)C/C=C/C3C1O (stereo unspecified) | 2.06µM*
COC(=O)C1=C(c2ccc(OCc3ccccc3)cc2)C[C@@H]2CC[C@H]1N2C(=O)NCc1ccc(Cl)cc1 | 16.4µM*
c1coc(CN2Cc3ccccc3-n3nncc3C2)c1 | -28.5%
CCN(CC)CCc1c[nH]c2ccccc12 | -18.3%[166 µM]
CC1(O)CCC2C3CCC4=CC(=O)CCC4(C)C34OC4CC21C (stereo unspecified) | -6.4%
C#CC1(O)CCC2C3CCC4=CC(=O)CCC4=C3C=CC21C (stereo unspecified) | 14.6µM*
O=[N+]([O-])c1ccc(C(=Nc2ccccc2)N2CC2)cc1 | 14.6µM*

The results go on.
Structure | TDP1 cell noCPT
CC1=CC2OC3CC4OC(=O)C=CC=CC(C(C)O)OCC(O)C5(C)OC5C(=O)OCC2(CC1O)C4(C)C31CO1 (stereo unspecified) | 0.146µM*
O=C(Cc1c[nH]c2ccccc12)NNCc1ccc(N(CCCl)CCCl)cc1 | 0.92µM*
COC(=O)C1=C(c2cccc(OC)c2OC)C[C@@H]2CC[C@H]1N2C(=O)N1CCOCC1 | -28.7%
Cc1cccc(N(CC(=O)NCCSc2ccc(Cl)cc2)S(=O)(=O)c2ccccc2)c1C | ?
CC(=O)O[C@H]1CC[C@@]2(C)C(=CC[C@H]3[C@@H]4CC[C@H](C(C)=O)[C@@]4(C)CC[C@@H]32)C1 | 16.4µM*!
CCOC(=O)c1cc2c(cn1)[C@@H](CCO)NC2 | -1.7%
CCC(c1nnnn1Cc1ccccc1)N1CCC2(CC1)C(=O)NCN2c1ccccc1 (stereo unspecified) | ?
CCOC(=O)C1(c2ccccc2)CCN(CC(=O)c2ccc(NC(C)=O)cc2)CC1 | ?
O=C(OCc1ccccc1)N1CCC2CC1c1cc(N3Cc4ccccc4-n4nncc4C3)ccc12 (stereo unspecified) | 5.8µM*
N#CC12CC(=O)N1Cc1cnnn1-c1ccccc12 (stereo unspecified) | 19.7%
CCN1C[C@@]2(COC)C3[C@@H](OC)[C@H]4[C@@H]1[C@@]3(C1C[C@@]3(O)[C@H](OC(=O)c5ccccc5)C1[C@]4(OC(C)=O)[C@@H](O)[C@H]3OC)[C@@H](OC)C[C@H]2O (stereo partly specified) | 7.2%
ClCCN(CCCl)c1ccc(C2=NCCc3ccccc32)cc1 | ?
COc1cccc(C(c2nnnn2-c2ccc3c(c2)OCCO3)N2CCC(n3c(=O)[nH]c4ccccc43)CC2)c1OC (stereo unspecified) | 2.31µM*
O=S(=O)(c1ccccc1)C1CN1c1c(F)c(F)c(F)c(F)c1F (stereo unspecified) | ?

Screening data (PubChem BioAssay)
